Screening data (PubChem)
CHRM5 antagonist – blocks acetylcholine activation of human M5 receptor; CHO-hM5 cells, Fluo-8 calcium fluorescence, ACh EC80; inhibition, % at 3 µM; 360,000 tested, 0.59% active; AID 624040;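 active = inhibition above a per-plate cutoff, the mean of that plate's test compounds plus 3 SD, cut at about 27% in these data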;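 note: 0% = acetylcholine EC80 with DMSO and 100% = DMSO without agonist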
Target sequence (P08912 whole entry, looked up): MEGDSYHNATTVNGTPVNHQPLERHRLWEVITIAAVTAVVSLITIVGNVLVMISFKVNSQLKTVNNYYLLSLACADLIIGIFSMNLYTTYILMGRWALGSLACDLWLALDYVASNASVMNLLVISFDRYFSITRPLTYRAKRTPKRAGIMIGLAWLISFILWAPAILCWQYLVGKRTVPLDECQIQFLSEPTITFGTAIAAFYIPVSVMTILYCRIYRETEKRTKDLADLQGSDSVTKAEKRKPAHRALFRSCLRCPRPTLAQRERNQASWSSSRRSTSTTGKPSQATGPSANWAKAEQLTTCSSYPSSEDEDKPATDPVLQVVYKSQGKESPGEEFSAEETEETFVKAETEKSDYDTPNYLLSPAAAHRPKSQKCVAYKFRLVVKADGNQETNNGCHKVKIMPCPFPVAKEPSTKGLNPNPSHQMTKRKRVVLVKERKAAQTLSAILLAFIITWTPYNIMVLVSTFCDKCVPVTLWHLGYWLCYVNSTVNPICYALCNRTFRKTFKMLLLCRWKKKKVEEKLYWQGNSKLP
CHRM4 antagonist – antagonists of human muscarinic M4 receptor (CHRM4) | 360,000 tested, 0.73% active | CHO-hM4 cells, ACh EC80, Fluo-8 calcium fluorescence | inhibition, % at 3 µM | AID 624125 | P08173;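 active = inhibition above its plate's cutoff, the mean inhibition of sample wells plus 3 SD, cut at about 27% in these data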;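 note: 0% = acetylcholine EC80 with DMSO and 100% = DMSO without agonist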
Target sequence (P08173 whole entry, looked up): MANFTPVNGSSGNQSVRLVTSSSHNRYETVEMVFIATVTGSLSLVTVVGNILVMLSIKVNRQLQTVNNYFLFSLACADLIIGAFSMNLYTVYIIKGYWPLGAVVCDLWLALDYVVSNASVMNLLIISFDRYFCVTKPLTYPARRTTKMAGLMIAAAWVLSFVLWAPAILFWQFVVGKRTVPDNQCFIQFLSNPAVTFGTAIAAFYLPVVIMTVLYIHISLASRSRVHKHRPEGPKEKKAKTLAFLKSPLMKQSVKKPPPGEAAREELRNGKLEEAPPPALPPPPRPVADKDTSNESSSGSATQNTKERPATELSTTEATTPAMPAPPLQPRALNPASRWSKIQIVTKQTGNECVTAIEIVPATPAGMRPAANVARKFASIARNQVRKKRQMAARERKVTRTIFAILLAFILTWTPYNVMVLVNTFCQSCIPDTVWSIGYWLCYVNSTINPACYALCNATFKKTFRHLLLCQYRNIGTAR
CRFBP-R2 agonist – CRF-BP/CRF-R2 complex agonism; HEK293 CRF-R2/CRF-BP, calcium dye fluorescence (FLIPR); percent of saturating CRF peptide response; AID 588473; 350,000 tested, 0.46% active; activation, % at 13.2 µM;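 active = activation of at least 50%, plus an integration ratio under a set limit after plate pattern correction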;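 note: plate controls were neutral control wells without compound for no effect and CRF at EC100 for full effect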
CHRM5 PAM – potentiates acetylcholine response at human M5 receptor; P08912; CHO-K1 hM5, Fluo-8 calcium, ACh EC20 PAM; 0% = ACh EC20, 100% = ACh EC100; activation, % at 3 µM; 360,000 tested, 0.3% active;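 active = activation above the run cutoff, the mean activation of all test compounds plus 3 SD, cut at about 18% in these data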
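Assay system – human M5 receptor in CHO-K1 cells · Read-out – % activation, ACh-normalized · Technique – Fluo-8 calcium fluorescence · Dosing – single-point, 3 µM nominal · Incubation – Fluo-8 loading 80 min at 37 °C plus 30 min room temperature · Repeats – singlicate, one well per test compound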
CRFBP-R2 block – blocks CRF-induced signaling of the CRF-BP/CRF-R2 complex | HEK293 CRF-R2/CRF-BP, CRF-induced calcium fluorescence | inhibition, % at 11.8 µM | 350,000 tested, 0.59% active;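 active = inhibition of the ligand-induced calcium signal above about 50% at the single tested concentration, limit read from the data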
CHRM5 agonist – agonists of human muscarinic M5 receptor (CHRM5) | CHO-K1 hM5 cells, Fluo-8 calcium fluorescence; 0% DMSO wells, 100% maximal acetylcholine response | P08912 | activation, % at 3 µM | 360,000 tested, 0.19% active;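 active = activation above the run's mean over test compounds plus 3 SD, cut at about 23% in these data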;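 note: signal is peak over basal fluorescence ratio across the kinetic read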
CHRM4 PAM – positive allosteric modulators of human muscarinic M4 receptor; P08173; CHO-K1 hM4/Gqi5, Fluo-8 calcium fluorescence, ACh EC20; 0% = ACh EC20, 100% = maximal ACh; activation, % at 3 µM; 360,000 tested, 0.4% active; AID 624126;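 active = activation above its plate's cutoff, the mean activation of sample wells plus 3 SD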; note: some results filed as inactive read as strong as hits
M4 ag – agonists of human muscarinic M4 receptor (CHRM4). P08173. CHO-K1 hM4/Gqi5, Fluo-8 calcium fluorescence; vehicle 0%, full acetylcholine response 100%. activation, % at 3 µM. 360,000 tested, 0.14% active;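 active = activation above the run mean over all test wells plus 3 SD, cut at about 32% in these data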;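 note: peak over basal fluorescence ratio per well then scaled between controls; 0% = DMSO wells and 100% = acetylcholine at EC100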
IDE cell inh – inhibitors of human insulin-degrading enzyme in cells; P14735; HEK cells, FAbetaB cleavage, fluorescence polarization; inhibition, % at 5.59 µM; 320,000 tested, 0.41% active; AID 434962;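 active = percent inhibition above the average of all tested compounds plus 3 SD, set per screening campaign, cut at about 16% in these data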;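 note: IDE supplied by intact live HEK cells; FP after avidin binding of uncleaved biotin substrate so inhibition keeps polarization high; 0% = DMSO wells and 100% = 60 µM reference IDE inhibitor Ii1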
Starred values were filed as active, the others as inactive; . = no result given.

SMILES | CHRM5 antagonist | CHRM4 antagonist | CRFBP-R2 agonist | CHRM5 PAM | CRFBP-R2 block | CHRM5 agonist | CHRM4 PAM | M4 ag | IDE cell inh
COC(=O)c1cc(OC)c(OC)cc1NC(=O)c1c(-c2ccccc2Cl)noc1C | 7 | 8 | -0.1 | 0 | 63* | -2 | 3 | -1 | 1
CCOC(=O)C(=NC(C)C)NNc1cc(Cl)ccc1Cl | 4 | 2 | -0.1 | -3 | 20 | -2 | 2 | 0 | 6
O=C(/C=C/c1cccc([N+](=O)[O-])c1)OCC(=O)c1ccccc1 | 11 | -1 | -0.9 | -1 | 6 | -4 | -2 | 2 | -2
COc1cccc(C(=O)N2CCN(C3CCC(c4ccccc4)CC3)CC2)c1 (configuration not stated) | 1 | 6 | -0.5 | -20 | -1 | -11 | -7 | 2 | .
Cc1ccc(C(=O)C2CCN(S(=O)(=O)c3ccc(C(=O)O)cc3)CC2)cc1 | 5 | 2 | 2.6 | 2 | -23 | -3 | -2 | 0 | 0
Cc1ccc(S(=O)(=O)NCCc2ccc(S(N)(=O)=O)cc2)cc1 | -2 | 9 | 0.4 | -2 | 0 | -1 | 0 | 0 | -2
O=C(NC1CCCCC1)C1CCN(S(=O)(=O)c2cccs2)CC1 | -1 | -1 | 0.7 | -2 | -12 | -5 | 5 | 1 | 5
Cc1cccc(C)c1NC(=O)c1sccc1SCc1cccc(C(F)(F)F)c1 | 12 | 19 | 12 | -14 | 71* | -4 | -13 | 0 | 5
NCC12CC3CC(C1)CC(c1ccc(Cl)cc1)(C3)C2 | 2 | 8 | 0.9 | 3 | -23 | -4 | -8 | 8 | -5
C=CCn1c(SCC(=O)c2ccc(O)c(O)c2)nnc1-c1cccc(Cl)c1 | 6 | 6 | -1.0 | 0 | 6 | 2 | 8 | 1 | -4
COc1cccc(-c2nc(CS(=O)(=O)CC(=O)NCCCN3CC(C)CC(C)C3)c(C)o2)c1 (configuration not stated) | -1 | -2 | -0.3 | 1 | 7 | -10 | -9 | 1 | 8
Cc1ccc(S(=O)(=O)n2nc(OC(=O)c3cccs3)cc2N)cc1 | 10 | 5 | 3.7 | -1 | 28 | -6 | 1 | 0 | 6
CCOC(=O)c1cc(=O)nc(N)s1 | -2 | -9 | 1.4 | -7 | -19 | 1 | 4 | 1 | .
CCCCNC(=O)C1(C)CCCCN1Cc1ccc2ccccc2c1 (configuration not stated) | -2 | 0 | . | 1 | . | -2 | -4 | -2 | .
CC(C)(C)c1ccc(OCC(O)CNC(=O)c2ccccc2C(=O)O)cc1 (configuration not stated) | 4 | -3 | 0.5 | -5 | 0 | -6 | -6 | 9 | 0
CCc1c(C)c(C#N)c2nc3ccccc3n2c1NCc1ccco1 | 1 | -3 | -2.3 | 0 | 17 | -2 | 5 | 2 | 0
CCOc1cc(C=O)c(Br)cc1OC1CCCC1 | -13 | -15 | -1.7 | -7 | -7 | -8 | 12 | -1 | 6
C[n+]1cn(Cc2ccc(C#N)cc2)c2ccccc21 | 5 | -3 | 1.9 | 4 | -13 | -5 | 3 | 0 | 4
COc1nccnc1NS(=O)(=O)c1ccc(N)cc1 | 4 | -11 | 5.2 | 9 | -11 | 0 | 8 | 0 | .
Nc1nnc(Cc2ccccc2)s1 | -1 | -7 | 0.5 | -1 | 4 | -5 | 8 | 1 | -7
CCOc1ccc(NC(=S)N(C)C)cc1 | -1 | 5 | -2.0 | 1 | 4 | 0 | 16 | 1 | -2
O=C(NCc1ccccc1)C1CCN(S(=O)(=O)c2cccc3cccnc23)CC1 | -4 | -10 | -0.7 | -4 | 1 | 0 | 0 | 7 | 2
COc1ccc2c(c1)C1NC(=S)NC(C)(O2)C1C(=O)Nc1ccccc1C (configuration not stated) | 1 | -1 | -3.7 | -4 | 5 | 5 | -8 | 3 | 2
CC(C)NC(=O)COc1ccc(OCc2ccccc2)cc1 | -1 | -6 | -1.7 | 1 | 32 | 5 | 3 | 4 | -4

Marked active in CRFBP-R2 block (from the list above):
structure,CHRM5 antagonist,CHRM4 antagonist,CRFBP-R2 agonist,CRFBP-R2 block,CHRM5 agonist,CHRM4 PAM,M4 ag,IDE cell inh
COC(=O)c1cc(OC)c(OC)cc1NC(=O)c1c(-c2ccccc2Cl)noc1C,7,8,-0.1,63*,-2,3,-1,1
Cc1cccc(C)c1NC(=O)c1sccc1SCc1cccc(C(F)(F)F)c1,12,19,12,71*,-4,-13,0,5

The listing continues.
SMILES | CHRM5 antagonist | CHRM4 antagonist | CRFBP-R2 agonist | CHRM5 PAM | CRFBP-R2 block | CHRM5 agonist | CHRM4 PAM | M4 ag | IDE cell inh
CC1Cc2ccccc2N1C(=O)CN(C)CC(=O)Nc1ccc(F)cc1 (configuration not stated) | 0 | -12 | -1.2 | 3 | -2 | -2 | 14 | 2 | -1
COc1ccc(C(=O)NCCSc2ccccc2)cc1 | -11 | -12 | -5.6 | 0 | 0 | -5 | 1 | 0 | -2
O=C1C(c2ccccc2)C(c2ccccc2)NC(c2ccccc2)C1c1ccccc1 (configuration not stated) | -11 | -3 | 0.1 | -9 | -4 | -7 | -1 | -1 | -3
COc1ccc(CNC(=O)C2CCC(=O)N(CCCN3CCCC3=O)C2)cc1 (configuration not stated) | -25 | -18 | -3.7 | 11 | 4 | -7 | 1 | 1 | -2
Cc1ccc(CNC(=O)CCS(=O)(=O)c2ccc(Br)s2)o1 | -5 | -1 | -0.1 | -3 | 1 | 1 | -1 | 0 | -3
COC(=O)C1C/C(=N\NS(=O)(=O)c2ccc(C)cc2)c2ccsc2C1 (configuration not stated) | -2 | -2 | -0.2 | 3 | 9 | -3 | 5 | 2 | 5
COc1ccc2nc(NC(=O)Nc3ccccc3OC)sc2c1 | -10 | 2 | -1.7 | 7 | -12 | 0 | 4 | 1 | 4
O=C(CCNC(=O)c1ccc(Cl)cc1)Nc1ccccc1N1CCCCC1 | -2 | -7 | -0.9 | -5 | 10 | -5 | -6 | 4 | 4
COc1ccc(NC(=O)Cn2c(-c3ccc(OC)cc3)cn(-c3ccc(C)cc3)c2=O)cc1 | -3 | -6 | 0.8 | 1 | -43 | -1 | 2 | 0 | 0
O=C(COc1ccc(Cl)cc1)N1CCN(c2cccc(C(F)(F)F)c2)CC1 | 16 | 17 | 5.2 | -1 | 7 | -4 | -1 | 2 | -7
O=C(NC1CC1)c1ccc(NC(=O)C2CCCC2)cc1 | -3 | 9 | -1.8 | -1 | 7 | 0 | -5 | 0 | .
Cc1ccc(NC(=O)C(C)N2CCCC2)cc1Cl (configuration not stated) | 10 | 7 | 0.0 | -1 | 7 | -2 | 0 | 0 | 1
CCC(NS(=O)(=O)c1ccc(OC)cc1)C(=O)O (configuration not stated) | -5 | -16 | 1.8 | 0 | -2 | -1 | 6 | 1 | -3
O=C(COc1ccc(Cl)cc1Cl)Nc1nc2n(n1)C(c1ccccc1)CC(=O)N2 (configuration not stated) | -1 | -2 | 0.2 | 1 | -21 | 1 | -7 | 1 | 4
Cc1noc(C)c1S(=O)(=O)Nc1ccc2c(c1)C(=O)N([C@H](C)CO)C[C@H](C)[C@@H](CN(C)C(=O)Nc1ccc(C(F)(F)F)cc1)O2 | -5 | -3 | -1.8 | 1 | 10 | 2 | 4 | 0 | 0
CN(C(=O)Cn1cnc2sccc2c1=O)C1CCCCC1 | -4 | -21 | 0.9 | 4 | 13 | -2 | 3 | 1 | 4
COc1ccc(/C=N/NC(=O)c2ccn[nH]2)cc1COc1ccc(F)cc1 | -12 | -3 | -1.5 | -7 | -16 | -2 | 4 | 4 | 4
Cc1ccc(C(C)(C)NC(=O)C2CCC(=O)N(CCCN3CCOCC3)C2)cc1 (configuration not stated) | 4 | -2 | -0.3 | -2 | 9 | -2 | 1 | 0 | 0
CC1CN(C2CCN(S(=O)(=O)c3ccccc3)CC2)CC(C)O1 (configuration not stated) | 1 | 6 | -1.8 | -1 | 13 | -4 | -5 | 1 | 1
Cc1ccccc1C(=O)OCC(=O)N(C)c1ccccc1 | 4 | -2 | 0.1 | -1 | 2 | -2 | 3 | 3 | 8
O=C(N/N=C/c1ccco1)c1cc(-c2ccc3ccccc3c2)n[nH]1 | -1 | -5 | 4.8 | -5 | -48 | 0 | -2 | 3 | 3
CCN1CCC(N2CCN(c3ccc(F)cc3)CC2)CC1 | 7 | -10 | 0.2 | 11 | 5 | -6 | 4 | 1 | 2
Cn1nc(C(=O)OCC(=O)Nc2cc(Cl)ccc2C#N)c2ccccc2c1=O | -5 | -8 | 1.3 | 10 | -8 | 5 | 6 | 1 | -2
Cc1ccc(NC2=NCCCCC2)cc1 | 7 | 12 | 0.3 | -2 | 15 | -13 | -4 | 0 | 0

Complete entries from above. Screens in order: CHRM5 antagonist	CHRM4 antagonist	CRFBP-R2 agonist	CHRM5 PAM	CRFBP-R2 block	CHRM5 agonist	CHRM4 PAM	M4 ag	IDE cell inh
CCOc1ccc(NC(=S)N(C)C)cc1 in the list: -1	5	-2.0	1	4	0	16	1	-2
Cc1cccc(C)c1NC(=O)c1sccc1SCc1cccc(C(F)(F)F)c1 in the list: 12	19	12	-14	71*	-4	-13	0	5
O=C(CCNC(=O)c1ccc(Cl)cc1)Nc1ccccc1N1CCCCC1 in the list: -2	-7	-0.9	-5	10	-5	-6	4	4
O=C(COc1ccc(Cl)cc1)N1CCN(c2cccc(C(F)(F)F)c2)CC1 in the list: 16	17	5.2	-1	7	-4	-1	2	-7

Remaining list, next part
SMILES | CHRM5 antagonist | CHRM4 antagonist | CRFBP-R2 agonist | CHRM5 PAM | CRFBP-R2 block | CHRM5 agonist | CHRM4 PAM | M4 ag | IDE cell inh
COc1cc(C(=O)NC2CCN(C)CC2)ccc1Nc1ncc2c(n1)N(C1CCC(O)CC1)CCC(=O)N2C (configuration not stated) | 10 | 10 | -0.1 | -2 | 11 | -1 | 2 | 0 | 2
O=C(Nc1ccc(C(=O)O)cc1)/C(=C\c1ccc2c(c1)OCO2)NC(=O)c1ccc(Br)o1 | 6 | 3 | -2.0 | -6 | 0 | -1 | 4 | 1 | 3
COCCC(=O)N1CCC(Oc2ccc(C(=O)N(C)C(C)c3ccon3)cc2)CC1 (configuration not stated) | 5 | -13 | 1.5 | -6 | 1 | -2 | 3 | 0 | 3
CC(=O)NCCc1nc2cc(NC(=O)COc3cccc(C)c3)ccc2n1C | 4 | -5 | 1.6 | 4 | -4 | -1 | -3 | 1 | -2
